14-3-3g Raf: alters human 14-3-3 gamma binding to Raf peptide. P61981. FP, 14-3-3gamma / TMR-pS259-Raf peptide binding. inhibition, % at 40 µM. hit rate 0.19% among 160,000. AID 422; in the data active = inhibition above about 30%;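 note: 0% = protein plus tracer without compound and 100% = blank with tracer alone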
Target sequence (P61981 whole entry, looked up): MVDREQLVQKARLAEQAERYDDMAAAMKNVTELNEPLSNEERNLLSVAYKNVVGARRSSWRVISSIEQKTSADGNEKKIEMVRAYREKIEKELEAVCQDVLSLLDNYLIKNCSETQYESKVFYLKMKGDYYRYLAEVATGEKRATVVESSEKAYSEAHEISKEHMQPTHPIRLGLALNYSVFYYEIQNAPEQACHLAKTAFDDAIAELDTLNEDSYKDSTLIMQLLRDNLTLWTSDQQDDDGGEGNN
An asterisk follows results filed as active; & = joins results of further samples.

14-3-3g Raf,Structure
-9.2,COC(=O)n1c(SC)nc2ccccc21
-6.6,O=C(CSc1n[nH]c(-c2ccccc2)n1)c1ccccc1
4.5,CCCCSc1nnc2c(n1)OC(c1cc(OC)c(OC(C)=O)cc1Cl)N(C(C)=O)c1ccccc1-2 (stereo not drawn)
-2.7,O=C(c1cc(-c2ccc(Cl)c(Cl)c2)on1)N1CCCCC1
3.5,Cc1ccc(S(=O)(=O)N=C(c2ccccc2)N(C)c2ccccc2)cc1
-5.0,COc1ccc2c(=O)c(-c3ccc(OC)c(OC)c3)c(C(F)(F)F)oc2c1
-4.5&1.4,Cc1ccc(CS(=O)(=O)Cc2ccc(C(=O)NCc3ccccn3)o2)cc1
-7.9,Cn1c(=O)n(CC(=O)N2CCN(c3nnc(-c4ccccc4)c4ccccc34)CC2)c2ccccc21
-10.1,COc1ccccc1N=c1scc(-c2ccc(S(=O)(=O)N3CCCCC3)cc2)n1CCCO
-122.9,c1ccc(CN2CCC3(CC2)Oc2ccccc2C2CC(c4ccco4)=NN23)cc1 (stereo not drawn)
-6.2,COCCn1c(N)c(NCc2ccccc2)c(=O)n(CC(=O)Nc2cc(C)ccc2C)c1=O
-4.4,Cn1c(=O)c2c(SCc3ccccc3F)nc(-c3ccco3)nc2n(C)c1=O
-0.1,COc1ccc(CN2CCN(S(=O)(=O)c3ccc4ccccc4c3)CC2)cc1OCc1ccccc1
-6.6,COc1cc(C(=O)N2CCN=C2SCc2ccc(Br)cc2)cc(OC)c1OC
1.8,COc1ccccc1-c1cn[nH]c(=S)n1
-3.0,Cc1ccc(CN(C)C(=O)c2ccccc2Oc2ccccc2)o1
-15.2,Cc1ccc(OCC(=O)Nc2ccc(N3CCCCC3)c(Cl)c2)cc1
-9.4,COC(=O)C(C)n1cnc2c(cnn2-c2ccc(Cl)cc2)c1=O (stereo not drawn)
-4.8,Cc1ccc(S(=O)(=O)Nc2cc(C(=O)NCCc3ccc(Cl)cc3)ccc2N2CCCCC2)cc1
-4.9,CCN1CCN(C(=O)CC(C(=O)N2CCc3ccccc32)n2ccnc2)CC1 (stereo not drawn)
-19.4,O=C1CCCc2oc3c(cc(NS(=O)(=O)c4ccc5c6c(cccc46)C(=O)N5)c4ccccc43)c21
-11.5,CCOC(=O)CSc1nc2cc(OC)c(OC)cc2c2nc(C)nn12
-0.8,Cn1c(Cc2ccccc2)nnc1Sc1ccc(C(F)(F)F)cc1[N+](=O)[O-]
-12.7,CCOc1ccccc1NC(=O)C1CCN(S(=O)(=O)c2ccc(Br)cc2)CC1
-13.0,COc1ccc(N2C(=O)CC(Sc3nc(C)c4ccc(C)cc4n3)C2=O)cc1 (stereo not drawn)

As a working copy, six of the compounds above.
14-3-3g Raf,Structure
-4.9,CCN1CCN(C(=O)CC(C(=O)N2CCc3ccccc32)n2ccnc2)CC1 (stereo not drawn)
-19.4,O=C1CCCc2oc3c(cc(NS(=O)(=O)c4ccc5c6c(cccc46)C(=O)N5)c4ccccc43)c21
-11.5,CCOC(=O)CSc1nc2cc(OC)c(OC)cc2c2nc(C)nn12
-0.8,Cn1c(Cc2ccccc2)nnc1Sc1ccc(C(F)(F)F)cc1[N+](=O)[O-]
-12.7,CCOc1ccccc1NC(=O)C1CCN(S(=O)(=O)c2ccc(Br)cc2)CC1
-13.0,COc1ccc(N2C(=O)CC(Sc3nc(C)c4ccc(C)cc4n3)C2=O)cc1 (stereo not drawn)

Structures listed so far containing an NH in an aromatic ring, in the order listed:
14-3-3g Raf,Structure
-6.6,O=C(CSc1n[nH]c(-c2ccccc2)n1)c1ccccc1
1.8,COc1ccccc1-c1cn[nH]c(=S)n1

Next part.
14-3-3g Raf,Structure
3.5,CC(=O)N1CCc2cc(S(=O)(=O)NCC(=O)N3CCN(c4ccccc4)CC3)ccc21
-10.2,O=C1c2ccc(-c3nc4ccccc4o3)cc2C(=O)N1Cc1cccnc1
4.9,COC(=O)Cc1nc(NCc2ccc(Cl)cc2)c2c3c(sc2n1)CCCC3
-1.6,CCn1cc(Cl)c(C(=O)Nc2ccc(N(C)C(C)=O)cc2)n1
-1.8,COc1ccccc1-n1c(SCC(N)=O)nnc1-c1ccccc1
-6.6,O=S1(=O)N=C(Nc2nc3c(s2)CCCC3)c2ccccc21
-7.0,CN(C)CCNc1c([N+](=O)[O-])c(=O)oc2ccccc12
-1.7,COCCCN1C(=O)C(=O)/C(=C(/O)c2ccc(OC)cc2)C1c1ccc(O)c(OC)c1 (stereo not drawn)
-4.8,CCOc1ccc(C2=NN3C(C2)c2cc(Cl)ccc2OC3c2ccc(C(=O)OC)cc2)cc1 (stereo not drawn)
-7.2,CC(=O)NC12CC3CC(C1)CC(C(=O)Nc1nccs1)(C3)C2
-5.5,CCOC(=O)Cc1csc(NC(=O)CSc2nnc(C(C)C)n2C)n1
1.3,COc1ccc(NC(=O)C(C)N2C(=O)c3ccccc3C2=O)c(OC)c1 (stereo not drawn)
3.8,O=C(Nc1ccccc1F)c1cc(F)ccc1[N+](=O)[O-]
-5.8,Brc1ccc(-n2cc(-c3ccccc3)c3c(N4CCCCCC4)ncnc32)cc1
-27.5,CCC1=Nc2cc(C(=O)NCCN(C)Cc3ccccc3)ccc2Sc2ccc(C)cc21
-3.2,CCc1ccccc1NC(=O)C(Cc1cccc(OC)c1OC)c1nn[nH]n1 (stereo not drawn)
-3.2,Cc1cc(C)nc(NS(=O)(=O)c2ccc(NC(=O)COc3ccccc3)cc2)n1
-7.5,Cc1nc(NCc2ccccc2)c(C(N)=O)c2c1COC(C)(C)C2
-0.4,C=CCn1c(SCC(=O)c2cc(C)n(Cc3cccs3)c2C)nnc1-c1ccncc1
-4.6,Cc1ccc2c(c1)c(=O)c1ccccc1n2CC(=O)Nc1cccc([N+](=O)[O-])c1
-8.6,COc1cc(OC)cc(-c2nnc(NC(=O)c3ccc(S(=O)(=O)N(C)C4CCCCC4)cc3)o2)c1
-1.6,CCc1cc2c(=O)c(-c3nc4ccccc4n3C)c(C)oc2cc1OC(C)=O
-2.3,CCOc1ccc(C2C(C(=O)Nc3ccc(C)cc3C)=C(C)Nc3ncnn32)cc1OC (stereo not drawn)
7.4,CCOC(=O)/C=C1\SCC(=O)N1CC(=O)NC1CCCCC1
4.6,Cc1ccc(NC(=O)CCN2C(=O)c3cccc([N+](=O)[O-])c3C2=O)c(Br)c1
-22.0,O=C(Nc1ccc2oc(-c3ccccc3Cl)nc2c1)c1ccc([N+](=O)[O-])cc1
-6.9,COc1ccc(C2C(C(=O)NCCCN3CCN(c4cccc(Cl)c4)CC3)c3ccccc3C(=O)N2C)cc1 (stereo not drawn)
0.8,CC1CCN(c2ccc(C(=O)O)cc2N)CC1
-9.3&-5.8,COc1cc(Nc2nc(SCC#N)nc3ccccc23)cc(OC)c1OC
-4.2,CCCN1C(=O)C2(C(C(=O)c3ccc(C)o3)=C(O)C(=O)N2CCCN2CCOCC2)c2ccccc21 (stereo not drawn)
-55.4,O=C(Nc1ccc(Cl)cc1)C(NS(=O)(=O)c1ccc(Br)s1)c1ccccc1 (stereo not drawn)
6.4,N#CSCC(=O)n1c2c(c3ccccc31)CCCC2
1.0,CC1=C(C(=O)Nc2cc(C)ccn2)C(c2ccc(N(C)C)cc2)C2=C(CC(C)(C)CC2=O)N1 (stereo not drawn)
-6.7,CCCCN(C)c1nc(-c2ccccc2)c2c(c1C#N)CC(C)(C)OC2
3.6,Cn1c2c(c(=O)n(C)c1=O)C(NS(=O)(=O)c1ccccc1)(C(F)(F)F)C(=O)N2 (stereo not drawn)
-15.7,Cc1ccc(NS(=O)(=O)c2ccc(NC(=O)C3CCCO3)cc2)cc1 (stereo not drawn)
-1.6,CCC(=O)c1ccc(OCC(O)CN2C(=O)NC(C)(C)C2=O)cc1 (stereo not drawn)
-1.9,CCN(CC)c1ccc(C(=S)N2CCN(c3ccccc3)CC2)cc1
-4.4,Cc1ccc(N2CC(C(=O)NCc3ccc4c(c3)OCO4)CC2=O)cc1C (stereo not drawn)
6.6,COCc1cc(C)[nH]c(=O)c1C(=O)NC12CC3CC(CC(C3)C1)C2
-29.4,Cc1cc(OCC(=O)Nc2ccc(S(=O)(=O)N3CCc4ccccc43)cc2)ccc1Br
-8.7,O=C(O)C1(c2ccc(Cl)cc2)CCCC1
-4.5,O=C1c2cccc3cccc(c23)C(=O)N1CC1CCNCC1
-0.8,Cc1ccc(NCc2nnc(SCC(=O)N(Cc3ccccc3)C(C)(C)C)o2)c(C)c1
-7.0,O=C(O)c1c(-c2ccccc2)oc2ccc(OCc3ccccc3Cl)cc12
-5.8,CC(=O)c1cccc(NS(=O)(=O)c2ccc3c(c2)CCN3C(=O)C2CC2)c1
4.2,CC(=O)Nc1nnc(SCC(=O)NCC2CCCO2)s1 (stereo not drawn)
-12.1,COc1ccc(CNC(=O)CSc2n[nH]c(C)c2[N+](=O)[O-])cc1
-1.1,COc1ccc(C2C(C(=O)OC3CCCC3)=C(C)NC3=C2C(=O)CC(C)(C)C3)cc1 (stereo not drawn)
-8.3,CCC(SC1=Nc2ccccc2C2=NC(Cc3ccccc3)C(=O)N12)C(=O)NCc1cccnc1 (stereo not drawn)

The final 2 entries of the part above come first, to join the parts:
14-3-3g Raf,Structure
-1.1,COc1ccc(C2C(C(=O)OC3CCCC3)=C(C)NC3=C2C(=O)CC(C)(C)C3)cc1 (stereo not drawn)
-8.3,CCC(SC1=Nc2ccccc2C2=NC(Cc3ccccc3)C(=O)N12)C(=O)NCc1cccnc1 (stereo not drawn)
-1.3,COc1ccc(NC(=O)c2ccc3c(=O)n(CC4CCCO4)c(=S)[nH]c3c2)cc1 (stereo not drawn)
-1.4,C/C(=C\c1ccc(C(=O)O)cc1)c1ccc2c(c1)C(C)(C)CCC2(C)C
-4.8,Cc1cccc2oc3cc(NCCO)c4c(=O)c5ccccc5c(=O)c4c3[nH]c12
-4.4,CC(C)C(c1nnnn1C1CCCC1)N(C)C1CCCCC1 (stereo not drawn)
-3.3,O=[N+]([O-])c1ccc(N2CCCC2)cc1NCCOc1ccc(Cl)cc1
-10.8,Cc1cccc(NC(=O)CC2CCC2)c1
-9.6,Fc1ccccc1N1CCN(CCCNc2nc(=S)[nH]c3ccccc23)CC1
-8.9&-44.1,O=C(NCc1ccco1)c1cc(-c2ccco2)on1
4.2,CCOc1cccc(NC(=O)CC2SC(N)=NC2=O)c1 (stereo not drawn)
0.3,Cc1cccc(C(=O)Nc2ccc(Cl)cn2)c1
-4.6,Cc1ccccc1OCCCCCNCCO
-9.4,CCOC(=O)c1ccc(NC(=O)CC2SC(N)=NC2=O)cc1 (stereo not drawn)
-1.6,O=[N+]([O-])c1ccc(-n2nnnc2-c2ccccc2)cc1
6.3,Cc1nnc(SCc2cn3ccsc3n2)n(N)c1=O
-10.7,COc1cc(C2NC(=O)NC(O)(C(F)(F)F)C2C(=O)c2ccc(Cl)cc2)ccc1O (stereo not drawn)
-2.7,O=C(CN(Cc1ccccc1Cl)C(=O)Cn1nnc(-c2cccs2)n1)NCC1CCCO1 (stereo not drawn)
-3.2,Cc1cc2cc(CNC(=O)C3CC3)ccc2[nH]1
-3.6,Cc1cc(=O)oc2ccc(OCC(=O)N3CCC(C)CC3)cc12
2.2,Cc1ccc(C)c(N2CCN(S(=O)(=O)c3cccc4nonc34)CC2)c1
-0.9,CCCCNC(=O)C1CC(=O)N(C2CCCC2)C1 (stereo not drawn)
-1.6,Cc1ccc(NC2=CC(c3ccc(F)cc3)N(c3ccc(C)cc3)C2=O)cc1 (stereo not drawn)
-1.3,Cc1cc2ccccc2c(=O)n1CC(=O)NCC(=O)Nc1ccc(C(C)C)cc1
2.7,Cc1cccc(Nc2nc(N)nc(CN3CCC(C)CC3)n2)c1C
-11.3,CCOc1cccc2c1OC1(C)CC2NC(=S)N1c1ccc(Cl)cc1 (stereo not drawn)
-11.2,N#Cc1c(NC(=O)COc2ccccc2[N+](=O)[O-])sc2c1CCC2
-2.5,CCC(Sc1nc(-c2ccc(OC)cc2)nc2c1c(=O)n(C)c(=O)n2C)C(=O)OC (stereo not drawn)
-9.1,COc1ccc(-c2cc(-c3ccc(F)cc3)nc(N3CCN(C)CC3)n2)cc1
-1.0,COc1ccc(NC(=O)N2CCCc3ccccc32)cc1
-4.5,Cc1ccc(NC(=O)CSc2nc3sc4c(c3c(=O)n2-c2ccccc2)CC(C)(C)OC4)cc1
-2.1,O=C(c1ccc(Cl)cc1)N1CCN(c2ccc([N+](=O)[O-])c3ncccc23)CC1
-6.8,COCCN1C=C(C(=O)OC)C(c2ccccc2C(F)(F)F)C(C(=O)OC)=C1
-2.9,Cc1cc(C)nc(NC2=NCC(=O)N2c2ccccc2C)n1
-12.4,O=C(O)c1ccc2c(c1)C1C3CCC(C3)C1C(c1ccccc1F)N2 (stereo not drawn)
-8.8,CC1(C)Cc2c(c(-c3ccccc3)nc3oc4c(-c5ccc(Br)cc5)ncnc4c23)CO1
0.3,CCOc1cc(C2C(C(=O)OC(C)C)=C(C)NC3=C2C(=O)CCC3)ccc1O (stereo not drawn)
-8.5,COc1ccc(NC(=O)CN(c2cc(C(F)(F)F)ccc2Cl)S(=O)(=O)c2ccccc2)cc1
-3.1,Cc1cc([N+](=O)[O-])ccc1NC(=O)C1C(C=C(Cl)Cl)C1(C)C (stereo not drawn)
-8.9,CCNc1nc(NCC)n2c(SCc3nc4ccccc4c(=O)[nH]3)nnc2n1
-11.1,Clc1cccc(-c2nnc(SCc3nc4ccccc4[nH]3)n2Cc2ccco2)c1
-1.9,Cc1c(C(=O)Nc2ccccc2Cl)oc2ccc(S(=O)(=O)N3CCC4(CC3)OCCO4)cc12
5.6,COC(=O)C1(C(O)C(=O)c2ccc(C)cc2C)CCCCC1 (stereo not drawn)
9.1,Cc1cccc(-c2noc(CN(C(C)C)S(=O)(=O)c3ccc(F)cc3)n2)c1
-8.1,Cc1ccc(NC(=O)CSc2nc3c([nH]c4ccccc43)c(=O)n2-c2ccc([N+](=O)[O-])cc2)c(C)c1
-27.7,CN(C)c1ccc(-c2nc3cc(NC(=O)c4ccccc4Cl)ccc3o2)cc1
-11.6,OCCSc1ncnc2c1oc1ccccc12
1.9,CCOc1ccc2[nH]cc(S(=O)(=O)c3ccc(F)cc3)c(=O)c2c1
3.9,COc1ccc(C2NC(CC(C)C)(C(=O)O)C3C(=O)N(c4ccccc4OC)C(=O)C23)cc1OC (stereo not drawn)
-1.6,Cc1cc2n(n1)C(c1ccccc1)CC(c1ccccc1)=N2 (stereo not drawn)
-6.0,Nc1cc(N)cc(-c2nc3ccccc3o2)c1

Screening data as filed in PubChem BioAssay.

These rows are one share of the data, so the mix of outcomes need not match the whole.
